Screening data deposited in PubChem by several laboratories.
BioA inh – inhibitors of Mycobacterium tuberculosis BioA enzyme. purified M. tuberculosis BioA enzyme, plate reader. 360,000 tested, 0.096% active. inhibition, % at 9.99 µM; in the data active = inhibition above about 40%; inconclusive = no clear call, values can overlap the other calls
Mtb UGM inh – inhibitors of M. tuberculosis UDP-galactopyranose mutase; P9WIQ1; purified UGM, fluorescence polarization probe displacement; inhibition, % at 10 µM; 320,000 tested, 0.06% active; in the data active = inhibition above about 10%, passing the limit was not always enough; inconclusive = no clear call, values can overlap the other calls
Target sequence (P9WIQ1 whole entry, looked up): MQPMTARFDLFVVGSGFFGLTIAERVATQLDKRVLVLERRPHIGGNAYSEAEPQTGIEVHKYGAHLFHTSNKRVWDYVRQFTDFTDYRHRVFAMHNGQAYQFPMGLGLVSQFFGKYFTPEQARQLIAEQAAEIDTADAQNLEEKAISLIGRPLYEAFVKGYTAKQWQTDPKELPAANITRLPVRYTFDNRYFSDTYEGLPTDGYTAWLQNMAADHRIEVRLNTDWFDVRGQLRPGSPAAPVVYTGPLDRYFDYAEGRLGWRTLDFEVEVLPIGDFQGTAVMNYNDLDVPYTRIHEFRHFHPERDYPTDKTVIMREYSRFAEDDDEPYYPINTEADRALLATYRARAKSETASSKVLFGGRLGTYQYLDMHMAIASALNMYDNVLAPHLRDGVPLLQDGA
GDH-TPI counter – inhibits GDH-TPI coupling enzymes, artifact for Mtb FBA screen; GDH-TPI coupled enzyme counterscreen, NADH absorbance; 360,000 tested, 1.2% active; inhibition, % at 4.8 µM;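 also: 0% = DMSO wells and 100% = wells lacking the enzyme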
PrPC TRFRET – cell surface PrPC inhibition, primary TR-FRET screen | AID 720596 | inhibition, % at 13.8 µM | 370,000 tested, 0.43% active | TR-FRET read-out; in the data active = inhibition above about 24%; also: 0% = median of the test wells and 100% = reference compound wells
CCHF vOTU inh – blocks the CCHF virus ovarian tumor domain protease; CCHFV vOTU protease, Pep-AMC fluorescence; inhibition, % at 11.5 µM; 370,000 tested, 0.55% active; also: 0% = vehicle wells with enzyme and 100% = no enzyme wells
FadD28 binding – blocks FadD28 binding to the bisubstrate probe. fluorescence polarization. inhibition, % at 12.5 µM. 360,000 tested, 0.22% active. AID 588549; in the data active = inhibition above about 8.5%, passing the limit was not always enough; inconclusive = no clear call, values can overlap the other calls
BoNT-A LC inh2 – BoNT A light chain protease inhibition | AID 588499 | multiplex microsphere protease substrate cleavage, flow cytometry | 360,000 tested, 0.17% active | inhibition, % at 10 µM; in the data active = inhibition above about 30%; inconclusive = no clear call, values can overlap the other calls; also: plate controls were buffer without enzyme for full effect and enzyme alone for no effect
Mtb FBA inh – Mtb fructose-bisphosphate aldolase inhibition; P9WQA3; purified M. tuberculosis FBA, fluorescence read-out; inhibition, % at 1 µM; 360,000 tested, 2.3% active; AID 588726; in the data active = inhibition above about 27%;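 also: 0% = vehicle and 100% = reference inhibitor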
Target sequence (P9WQA3 whole entry, looked up): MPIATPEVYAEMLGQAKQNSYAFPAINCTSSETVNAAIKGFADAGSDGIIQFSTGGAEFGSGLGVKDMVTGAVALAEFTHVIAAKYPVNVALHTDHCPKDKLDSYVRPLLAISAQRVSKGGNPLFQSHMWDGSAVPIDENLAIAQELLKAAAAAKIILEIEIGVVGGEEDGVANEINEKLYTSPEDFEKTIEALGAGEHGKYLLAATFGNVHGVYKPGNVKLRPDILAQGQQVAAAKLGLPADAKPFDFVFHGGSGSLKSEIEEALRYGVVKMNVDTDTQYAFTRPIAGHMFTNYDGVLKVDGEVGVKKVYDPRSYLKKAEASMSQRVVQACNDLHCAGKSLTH
BoNT-F LC inh – blocks Botulinum neurotoxin F light chain protease. inhibition, % at 10 µM. Multiplex microsphere protease cleavage assay, flow cytometry. 360,000 tested, 0.22% active; in the data active = inhibition above about 35%, passing the limit was not always enough; inconclusive = no clear call, values can overlap the other calls; also: plate controls were buffer without enzyme for full effect and enzyme alone for no effect
The depositor's hits bear a star; ? = inconclusive; . = not tested or not shown. Rule as the data show it, unless noted: active = inhibition above about 30%; inactive = the rest. Not a hit list; any-hit rate near 4.8%.

mol	PrPC TRFRET	BoNT-F LC inh	FadD28 binding	BoNT-A LC inh2	GDH-TPI counter	BioA inh	Mtb FBA inh	CCHF vOTU inh	Mtb UGM inh
COc1ccccc1CNc1nc2cc(-c3ccsc3)sc2c(=O)n1C	1	2	-7.4	-0.3	4	-1.4	0	16	.
CCOC(=O)C1CCCN(C2CC(=O)N(c3ccc(C)c(C)c3)C2=O)C1 (configuration not stated)	3	0	-3.0	-0.1	-2	.	0	10	1.1
O=C(OCC(=O)c1ccc(S(=O)(=O)N2CCCC2)cc1)C1=COCCO1	-5	-12	-0.3	-1.3	-3	-1.1	-1	-3	-3.2
O=C(CNS(=O)(=O)c1ccc(Cl)cc1)N/N=C/c1ccco1	-9	5	0.3	0.5	5	-2.0	2	16	-4.2
CCOC(=O)C1(Cc2ccccc2)CCN(Cc2cc(=O)c3ccccc3[nH]2)CC1	9	-4	-0.6	-1.4	3	.	3	5	-2.3
Cc1nc(C)c(C(=O)C2=C(O)C(=O)N(CCCn3ccnc3)C2c2ccccc2)s1 (configuration not stated)	0	2	-2.7	0.1	1	.	1	21	.
O=C(NCC(=O)N1CCCC1)c1ccccc1F	-3	7	-1.1	-2.3	-5	-0.1	0	-3	-1.4
Cc1ccc(C(=O)OC(C)C(=O)NC2CCCCC2)cc1S(=O)(=O)N1CCCCC1 (configuration not stated)	9	4	.	0.8	10	-0.4	5	8	.
Oc1ccc(NCc2cccc(OCc3ccc(F)cc3)c2)cc1	-6	-16	4.1	-0.6	1	.	-4	89*	1.6
CCNC(=O)C1(C)CCN(Cc2csc(-c3ccccc3)n2)C1 (configuration not stated)	-6	2	0.1	-0.1	14	0.6	4	3	.
CN(C)C(CNC(=O)Cc1ccc(Br)cc1)c1ccccc1 (configuration not stated)	0	-15	-0.6	-1.3	-3	0.6	-2	-16	1.2
O=[N+]([O-])c1cnc(Nc2ccc(Cl)cn2)c([N+](=O)[O-])c1	0	4	-3.2	-0.9	18	-1.2	0	6	0.7
C=C1C[C@@]23CCC4[C@@](C)(CCC[C@@]4(C)C(=O)OC)C2CC[C@]1(OC(C)=O)C3 (some centres not stated)	1	1	-0.9	-0.5	3	0.1	3	9	0.3
COc1ccc(-c2c(C)nn3c(N4CCC(C(=O)NCCN(C)C)CC4)cc(C)nc23)cc1OC	-8	-2	0.1	-1.6	8	1.1	-1	-5	1.7
Oc1c(N=NC(=S)Nc2ccccc2F)c2ccccc2n1Cc1cccc(Cl)c1	-11	-4	-1.1	11	7	.	-3	4	0.1
Cc1onc(NC(=O)c2ccc([N+](=O)[O-])o2)c1Br	-13	.	-3.2	.	11	0.1	-2	-7	0.9
O=S(=O)(NC1CCCCC1)c1ccc(N2CCOCC2)nc1	2	7	-3.5	-0.4	3	-0.4	3	-5	1.6
O=C(Cn1nnc(-c2ccncc2)n1)Nc1ccc2c(c1)CCC2	-4	3	-2.5	0.3	2	1.8	-6	5	-0.7
COc1ccc(Cn2c(C3CC3)nc3ccc(NC(C)=O)cc3c2=O)cc1	2	?	-8.9	2.4	1	12	10	9	0.2
CC(=O)c1sc(NCCOc2ccc(C)cc2)nc1C	6	3	-3.6	0.1	24	.	-9	8	-2.0
O=C(Nc1ccc(Br)cc1)C1Cc2ccccc2O/C1=N\O (configuration not stated)	1	-24	-4.0	-4.5	0	-0.7	0	3	0.0
COc1ccc(CC(O)CC2c3c(cc4c(c3OC)OCO4)CCN2C)cc1 (configuration not stated)	8	6	-0.8	4.1	11	-2.2	1	2	-2.9
O=[N+]([O-])c1ccccc1S(=O)(=O)Nc1ccc(-c2ccc(N3CCOCC3)nn2)cc1	-6	-3	-0.2	0.8	15	-1.2	53*	-3	.
Cc1ccc(S(=O)(=O)Cn2nnnc2C(C(C)C)N2CCN(C(=O)c3ccco3)CC2)cc1 (configuration not stated)	1	-19	-2.4	-0.2	6	3.1	2	8	-1.8
Fc1ccccc1N1CCN(c2ncnc3[nH]ncc23)CC1	8	-1	-1.8	-0.1	1	-0.6	1	-2	2.8
Nc1ncnc2c1ncn2[C@@H]1O[C@H](C(=O)Nc2ccc(C(=O)N3CCCCC3)cc2)[C@@H](O)[C@H]1O	8	6	-3.1	0.0	.	0.4	-2	-4	.
O=C(N/N=C/c1ccc(Br)s1)Nc1ccccc1	-12	8	-0.5	-0.5	7	0.6	3	10	2.2
CCC(C)(C)C1CCC2(CC1)NC(=O)N(CC(=O)NC(C)CCc1ccccc1)C2=O (configuration not stated)	6	-2	-1.7	2.6	0	-1.2	-3	9	.
CCOc1ccc(S(=O)(=O)N(CC)CC)cc1NC(=O)c1ccc(N2CCCC2=O)cc1	1	?	-3.0	0.5	6	-0.1	3	-12	1.9
CCOc1cccc2sc(N(CCN(CC)CC)C(=O)c3ccc(S(=O)(=O)N4CCCC4)cc3)nc12	-6	4	-2.1	0.7	4	-0.2	-2	-4	2.2
CCc1cc(C(=O)O)c(NC(=O)c2cc(OC)c(OC)c(OC)c2)s1	5	-8	-0.7	-1.5	13	.	6	8	-0.5
COc1cc(C(=O)ON=C2C3CC4CC(C3)CC2C4)cc(OC)c1OC	-3	11	1.1	-3.5	4	0.1	3	7	-0.2
CC(=O)C(=[N+]=[N-])C(=O)NCc1ccccc1	-6	21	-3.2	1.0	0	-1.8	1	4	2.1
COc1ccc(-c2csc(N(CCCN(C)C)C(=O)c3ccc(F)cc3)n2)cc1	-8	-6	-0.3	-0.4	0	0.5	-1	-5	1.4
Cc1ccc(/C=N/n2c(C3CCCCC3)n[nH]c2=S)s1	-7	-32	-0.9	-1.7	15	.	0	1	-1.5
CCN(CC)CCC#CC(O)(c1ccccc1)c1ccccc1	-3	3	-0.9	0.5	5	.	-1	1	4.5
CCOC(=O)C1=C(COC(=O)/C=C/c2cccc(Cl)c2)NC(=O)NC1C (configuration not stated)	-8	3	0.7	1.9	-6	-0.9	5	2	-2.1
O=C(CCSc1nc2ccccc2o1)Nc1ccccc1	-2	-5	-0.7	-5.0	12	.	4	-11	-3.1
Cc1ccccc1NC(=O)CSc1nccn1Cc1ccco1	0	4	-1.5	0.0	7	1.8	0	-6	.
CN(C)/C(CN1CCOCC1)=C1\N=C(c2ccccc2)OC1=O	-2	-1	-1.5	0.2	21	0.7	-1	23	2.1
O=C(Cn1c(=O)cnc2ccccc21)N1CCN(S(=O)(=O)c2cccc([N+](=O)[O-])c2)CC1	-5	?	-0.3	0.8	6	.	2	14	-1.2
O=C(NCc1ccc2c(c1)OCO2)C1CCN(C(=O)Nc2ccc(Cl)cc2)CC1	6	-7	-0.4	-0.1	7	-1.5	2	6	3.3
COc1cc(C(=S)N2CCOCC2)ccc1OC(=O)c1cc(OC)c(OC)c(OC)c1	2	-8	-2.6	-1.8	-3	-1.4	0	7	2.0
O=C(Nc1ccccc1C(=O)NCC1CCCO1)c1ccccc1F (configuration not stated)	-7	0	-4.5	-0.8	-3	1.0	0	-2	3.8
CCCC(C(=O)NCc1ccccc1)N(C(=O)Cn1nnc(-c2cccs2)n1)c1ccc2c(c1)OCCO2 (configuration not stated)	0	-35	-0.8	-1.3	6	-1.3	1	3	1.1
Cc1cccc(NC(=S)N/N=C/c2cccc([N+](=O)[O-])c2)c1	.	0	-1.9	0.2	33*	-0.7	2	.	0.4
Cc1ccc(NC(=O)CCS(=O)(=O)c2ccccc2)cc1S(=O)(=O)N1CCCCCC1	3	-5	-2.9	-3.0	-2	0.9	4	2	.
O=C(O)CCc1ccc(-c2ccc(Br)cc2)n1-c1cccc(O)c1	2	1	1.9	-2.8	-6	1.6	-3	-6	-1.5
Cc1ccccc1C(=O)NC(=S)NC1CC1	5	4	-0.8	-1.6	9	0.1	5	-5	-0.2
COc1cc(S(=O)(=O)Nc2ccccc2C(=O)N2CCCCC2)ccc1NC(C)=O	-1	-44	-1.2	-36	2	-0.3	0	18	0.3

Other records follow:
mol	PrPC TRFRET	BoNT-F LC inh	FadD28 binding	BoNT-A LC inh2	GDH-TPI counter	BioA inh	Mtb FBA inh	CCHF vOTU inh	Mtb UGM inh
CNc1ncnc2c1ncn2[C@H]1CN(Cc2cccs2)C[C@@H](CO)O1	5	3	-4.4	0.1	-5	-1.6	0	-4	.
Cc1ccc(C2(c3noc(CN(C)CCO)n3)CCCC2)cc1	4	-4	-3.1	-0.6	5	0.0	2	-6	-1.0
Cc1c(Cc2c(C)n(C)n(-c3ccccc3)c2=O)c(=O)n(-c2ccccc2)n1C	-3	1	0.7	-0.5	9	6.2	1	-18	3.2
Cc1ccc(SCc2cn3ccccc3n2)cc1	-2	-4	-1.2	-1.5	14	0.6	0	-2	-0.3
CCC(C)(CC(=O)O)CC(=O)Nc1cc(C(F)(F)F)cc(C(F)(F)F)c1 (configuration not stated)	-3	?	-1.0	?	6	.	4	-4	-0.9
O=C(c1ccc(CS(=O)(=O)c2ccccc2)o1)N1CCN(c2ncccn2)CC1	8	-3	-3.2	0.5	0	2.5	3	3	-0.9
CN(CC(=O)Nc1ccc2c(c1)OCCO2)S(=O)(=O)c1ccc(Br)s1	-7	-18	-2.5	0.2	5	1.7	1	13	0.9
O=C(NC(=S)Nc1ccc2oc(=O)ccc2c1)c1ccccc1F	-6	2	-3.2	0.2	7	1.0	3	-1	3.4
Cc1ccccc1/[N+]([O-])=C/c1cccs1	9	1	-3.0	0.4	6	0.3	3	-1	-0.5
CCOC(=O)c1c(C)[nH]c(C(=O)OCC(=O)Nc2ccc(OC)c(Cl)c2)c1C	-5	-1	-1.3	-2.3	2	0.2	0	-8	-0.4
CCOC(=O)N1C=CC(C)=C[C@@H]2[C@@H](N3C(=O)c4ccccc4C3=O)C(=O)N21	7	-2	2.3	0.5	1	.	1	-13	0.7
C=C(C)C1Cc2nc(N)nc(C)c2C1 (configuration not stated)	-1	-6	-0.6	0.5	2	-0.1	0	3	-0.5
CCOc1cc(C(=O)OCC(=O)Nc2ccc(Cl)cn2)ccc1OCC(=O)N1CCOCC1	-3	-2	-2.4	0.1	-3	.	2	-12	-0.9
CCN(N=O)[C@@H](Cc1ccccc1)CN(N=O)[C@@H](Cc1ccccc1)CN(C)N=O	0	-7	-1.1	0.2	8	-0.4	4	-6	-1.6
Cc1nc(Cl)c(C(=O)NCCC(C)C)c(C)c1[N+](=O)[O-]	2	-10	0.6	-1.4	6	.	-3	-6	1.2
CN(C)S(=O)(=O)Nc1ccc2c(c1)OCO2	.	-16	-0.2	-1.5	-6	.	-2	.	-2.6
COC(=O)c1ccc(/C=N/NC(=O)c2cccc(F)c2)cc1	.	-9	0.2	-0.9	25	-1.3	0	.	-0.6
Cn1c(=O)oc(=O)c2ccccc21	9	-6	-2.8	0.3	17	-0.2	94*	-40	.
Cc1ccc(-n2c(Cc3cccn3C)nnc2SCC(=O)N2CCc3ccccc32)cc1	-6	-6	-3.5	-2.0	0	0.7	2	-11	-1.7
Nc1ccn([C@@H]2O[C@H](CNCc3cc(Br)ccc3OCc3ccccc3)[C@@H](O)[C@H]2O)c(=O)n1	-5	-11	-3.2	-0.3	2	2.7	0	-8	.

Reprinted at random: 3 entries already listed, in no set order.
mol	PrPC TRFRET	BoNT-F LC inh	FadD28 binding	BoNT-A LC inh2	GDH-TPI counter	BioA inh	Mtb FBA inh	CCHF vOTU inh	Mtb UGM inh
COc1ccccc1CNc1nc2cc(-c3ccsc3)sc2c(=O)n1C	1	2	-7.4	-0.3	4	-1.4	0	16	.
COc1cc(C(=O)ON=C2C3CC4CC(C3)CC2C4)cc(OC)c1OC	-3	11	1.1	-3.5	4	0.1	3	7	-0.2
Nc1ccn([C@@H]2O[C@H](CNCc3cc(Br)ccc3OCc3ccccc3)[C@@H](O)[C@H]2O)c(=O)n1	-5	-11	-3.2	-0.3	2	2.7	0	-8	.

As entered above:
Result of C=C(C)C1Cc2nc(N)nc(C)c2C1 (configuration not stated) under CCHF vOTU inh: 3
Result of CCOC(=O)N1C=CC(C)=C[C@@H]2[C@@H](N3C(=O)c4ccccc4C3=O)C(=O)N21 under BoNT-F LC inh: -2
